Screens: PubChem, Sanford-Burnham Center for Chemical Genomics
ATG4B inh – ATG4B protease inhibitors, primary screen, biochemical, fluorescence, uHTS; Cysteine protease ATG4B (Homo sapiens), Q9Y4P1; ATG4B cleavage of LC3-PLA2, NBD-HPC fluorescence, 1 h; inhibition, % at 8.33 µM; 340,000 compounds, 0.51% hits; AID 504462, 2011; in the data active means inhibition above about 40%
Target sequence (Q9Y4P1 whole entry, looked up): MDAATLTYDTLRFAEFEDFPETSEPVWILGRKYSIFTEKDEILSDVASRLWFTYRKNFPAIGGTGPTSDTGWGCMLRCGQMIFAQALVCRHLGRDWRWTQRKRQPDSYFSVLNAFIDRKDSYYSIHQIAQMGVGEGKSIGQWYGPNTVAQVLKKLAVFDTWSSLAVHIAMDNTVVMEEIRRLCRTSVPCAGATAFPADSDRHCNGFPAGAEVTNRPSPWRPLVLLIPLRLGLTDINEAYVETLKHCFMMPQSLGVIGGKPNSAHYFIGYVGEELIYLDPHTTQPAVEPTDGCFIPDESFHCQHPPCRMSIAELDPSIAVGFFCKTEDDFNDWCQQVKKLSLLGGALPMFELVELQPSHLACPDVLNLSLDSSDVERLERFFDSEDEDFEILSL
NLRP3 yeast inh – NALP3 inflammasome inhibitors in reconstituted yeast, primary screen, luminescence, uHTS; Yeast reconstituted NLRP3/ASC/caspase-1, beta-gal luminescence, 24 h; AID 2825, 2010; inhibition, % at 10 µM; 330,000 compounds, 0.39% hits;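 active means inhibition of 50% or more; inactive means inhibition below 50%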;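 further: plate controls were induced DMSO wells for no effect and uninduced yeast grown without galactose for full effect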
mIAP inh – inhibitors of mouse IAP, primary screen, biochemical, luminescence, uHTS. intestinal alkaline phosphatase [Mus musculus]. purified mouse IAP, CDP-Star luminescence, 30 min. 330,000 compounds, 0.2% hits. inhibition, % at 10 µM. AID 2806, 2010;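 active means inhibition of at least 40% at 10 µM in the primary screen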;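 further: plate controls were DMSO with enzyme for no effect and no enzyme wells for full effect; values of inactives mirror those of a sister screen read the other way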
hIAP inh – human IAP inhibitors, primary screen, biochemical, luminescence, uHTS; purified IAP, CDP-Star luminescence, 30 min; inhibition, % at 10 µM; 330,000 compounds, 0.12% hits; AID 2544, 2010;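 active means inhibition reaching a set limit with compound at 10 µM in the primary screen, cut at about 35% in these data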;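 further: plate controls were DMSO wells with enzyme for no effect and no-enzyme buffer wells for full effect; values of inactives mirror those of a sister screen read the other way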
Target sequence (P09923 whole entry, looked up): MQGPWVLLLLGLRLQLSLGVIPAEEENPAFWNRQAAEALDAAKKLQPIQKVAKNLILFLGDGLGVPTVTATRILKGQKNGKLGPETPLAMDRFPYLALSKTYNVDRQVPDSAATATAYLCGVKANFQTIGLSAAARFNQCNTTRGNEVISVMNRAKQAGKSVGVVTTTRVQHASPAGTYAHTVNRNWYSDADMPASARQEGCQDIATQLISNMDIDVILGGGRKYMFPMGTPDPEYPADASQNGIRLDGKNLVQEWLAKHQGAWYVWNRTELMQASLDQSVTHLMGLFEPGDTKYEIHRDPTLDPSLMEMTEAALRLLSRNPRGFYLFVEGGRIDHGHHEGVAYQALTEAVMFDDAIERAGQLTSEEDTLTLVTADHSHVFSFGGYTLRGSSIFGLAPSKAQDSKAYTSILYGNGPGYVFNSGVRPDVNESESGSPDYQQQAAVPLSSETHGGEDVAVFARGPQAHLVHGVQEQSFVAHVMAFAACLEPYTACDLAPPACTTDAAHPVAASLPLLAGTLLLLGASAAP
hIAP activ – human IAP activators, primary screen, biochemical, luminescence, uHTS; Intestinal-type alkaline phosphatase (Homo sapiens), P09923; purified human IAP, CDP-Star luminescence, 30 min; active compounds read high; 1 = vehicle-only enzyme, 0 = enzyme-free background; activation factor at 10 µM; 330,000 compounds, 0.16% hits;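 active means activation factor of the enzyme at least 2-fold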; further: the source names both 10 and 20 µM as test concentration; values of inactives mirror those of a sister screen read the other way
Apaf-1 inh – inhibitors of human Apaf-1 apoptosome, primary screen, biochemical, DEVD-Rh110 fluorescence, uHTS; Apoptotic protease-activating factor 1 (Homo sapiens), O14727; reconstituted apoptosome caspase-3 activity; inhibition, % at 20 µM; 330,000 compounds, 0.71% hits; AID 489030, 2010; active means inhibition of at least 40% at 20 µM;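 further: plate controls were DMSO wells for no effect and DEVD-CHO caspase inhibitor wells for full effect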
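Assay system – apoptosome proteins · Medium – Hepes buffer, pH 7.5 · Also added – cytochrome c with DEVD-Rh110 · Timing – 30 min compound preincubation, 50 min activation, room temperature · Detection – Rh110 fluorescence, excitation 480 nm, emission 540 nm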
tim10-1 inh – growth inhibitors of tim10-1 mutant yeast, primary screen, luminescence, uHTS. S. cerevisiae tim10-1 ts strain growth, BacTiter-Glo, 24 h. inhibition, % at 20 µM. 330,000 compounds, 2.2% hits;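 active means inhibition of at least 40%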;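 further: mutant grown at 25 °C; 0% = DMSO wells with yeast and 100% = wells holding no yeast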
TIM10 inh – growth inhibitors of isogenic TIM10 control yeast, primary screen, counter-screen for tim10-1 yeast inhibitor project, luminescence, uHTS | S. cerevisiae TIM10 strain growth, BacTiter-Glo luminescence, 24 h | inhibition, % at 10 µM | 330,000 compounds, 1.4% hits;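 active means inhibition of 40% or more at the single tested concentration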;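 further: wild-type TIM10 isogenic control strain grown at permissive 25 °C; 0% = DMSO yeast wells and 100% = minimal medium wells without yeast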
mIAP activ – activators of mouse IAP, primary screen, biochemical, luminescence, uHTS; AID 2805, 2010; activation factor at 10 µM; intestinal alkaline phosphatase [Mus musculus]; 330,000 compounds, 0.24% hits; muIAP, CDP-Star luminescence, 30 min; active compounds read high; 1 = vehicle-only enzyme signal, 0 = enzyme-free wells;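 active means activation factor of at least 2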; further: the source names both 10 and 20 µM as test concentration; values of inactives mirror those of a sister screen read the other way
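System: Mouse IAP enzyme | Also added: CDP-Star substrate | Dosing: Compounds dispensed in DMSO | Schedule: 30 min enzyme-substrate-compound incubation at room temperature | Technique: Chemiluminescence readout | Control set: DMSO-only wells and no-enzyme negative control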
The depositor's hits bear a star; nt = no result given.

SMILES	ATG4B inh	NLRP3 yeast inh	mIAP inh	hIAP inh	hIAP activ	Apaf-1 inh	tim10-1 inh	TIM10 inh	mIAP activ
CCOC(=O)C1=C(COC(=O)COc2ccc(C(C)=O)cc2)NC(=O)NC1C (centres undefined)	-10	-2	-3	-4	1	-1	-14	-1	1
O=C(COn1nnc2ccccc21)N1CCN(Cc2ccccc2)CC1	-2	16	-4	-5	1.1	-8	-4	7	1
O=C(O)c1cccnc1SC1CC(=O)N(c2cccc(C(F)(F)F)c2)C1=O (centres undefined)	-1	11	1	11	0.89	0	-3	-2	0.99
CCOc1[nH]n(-c2ccccc2)c(=O)c1C=Nc1ccc(C)cc1	0	14	10	-16	1.2	0	-5	-7	0.9
Cc1cccn2c(CNCCc3ccco3)c(C(=O)N3CCOCC3)nc12	16	11	-6	-41	1.4	11	8	6	1.1
Cc1ccc(S(=O)(=O)N/N=C/c2c[nH]c3ccccc23)cc1	-13	5	7	19	0.81	3	0	-2	0.93
COc1ccc(C2/C=C\CN(C(=O)C3CCCCC3)CC(=O)N2Cc2ccc(F)cc2)cc1 (centres undefined)	-7	3	6	-14	1.1	13	20	3	0.94
CCOC(=O)N1CCC(NC(=O)Cn2cccc2C(=O)c2ccccc2)CC1	-7	0	6	1	0.99	4	16	12	0.94
O=C(N=Nc1c(O)n(Cc2ccccc2)c2ccccc12)c1ccc(O)cc1	-17	16	13	24	0.76	13	18	22	0.87
Cc1ccc(N(CCC#N)C(=O)COC(=O)c2nc3nc(C)cc(C)n3n2)cc1	-12	10	-3	9	0.91	1	-8	3	1
CCN1CCN(c2cc(C)c3cc(NC(=O)c4ccncc4)ccc3n2)CC1	-8	-2	11	8	0.92	9	-6	-6	0.89
COc1ccc(NC(=O)/C(C#N)=C\c2ccc(-c3cccc(C(=O)O)c3C)o2)cc1	-2	11	18	-1	1	8	15	4	0.82
COc1ccccc1/C=N/NC1=NCCCCC1	-7	14	2	-16	1.2	-7	-5	-13	0.98
CN1CCCC(OC(=O)c2ccc(C(C)(C)C)cc2)C1 (centres undefined)	-11	31	2	7	0.93	4	-12	-4	0.98
O=C(CNC(=S)NC(=O)c1ccco1)c1ccccc1	-2	36	10	9	0.91	-1	10	29	0.9
CCOc1ccc(C(C)=O)cc1COC(=O)c1cc([N+](=O)[O-])ccc1N1CCOCC1	0	9	1	20	0.8	18	17	5	0.99
O=C(Nc1ccccc1C(=O)N1CCCCC1)C1CCCCC1	0	1	-1	-2	1	-19	13	7	1
O=c1c2ccccc2nnn1CSc1nnnn1-c1ccccc1	-4	8	5	8	0.92	-10	19	27	0.95
CCOc1ccc(S(=O)(=O)N2CCCC(C(=O)NCc3ccccn3)C2)cc1C (centres undefined)	-12	11	5	7	0.93	0	11	19	0.95
CC(C)OC(=O)CSc1nnc(-c2ccccn2)n1-c1ccccc1	5	28	0	-13	1.1	8	11	-6	1
COc1ccc2[nH]c(=O)c(CN(C(=O)c3cccnc3)c3ccc(C)cc3C)cc2c1	-8	-7	3	8	0.92	-14	3	-3	0.97
COCCNc1nc2c(c(=O)n(C)c(=O)n2C)n1Cc1cccc(C)c1	-11	-1	4	12	0.88	-1	8	11	0.96
CNC(=O)C(=O)NCC(c1cccs1)S(=O)(=O)c1ccc(C)cc1 (centres undefined)	0	18	5	-30	1.3	6	5	0	0.95
COc1ccc(OCC(=O)NNC(=O)C(=O)N2CCCC2)cc1	5	4	23	-5	1	-3	12	0	0.77
CCC(C)(C)NC(=O)c1ccc(Br)o1	-9	2	3	7	0.93	-1	-9	9	0.97
O=C(O)c1ccccc1C(=O)c1ccc2c(c1)N(Cc1cccc(F)c1)C(=O)CO2	-17	8	4	7	0.93	20	21	-7	0.96
Cc1ccc(S(=O)(=O)N2CCOCC2)cc1NC(=O)COC(=O)c1ccc(Cl)nc1	1	21	-1	0	1	-2	-12	5	1
CCOc1ccc2cc(S(=O)(=O)n3ccnc3C)ccc2c1	-8	19	1	-15	1.2	4	7	-6	0.99
CC1C(=O)N(Cc2ccc([N+](=O)[O-])cc2)c2ccccc2N1C(=O)C1CC1 (centres undefined)	1	13	4	16	0.83	5	21	14	0.96
O=C(NCCc1c[nH]c2ccccc12)c1cc(Cl)c2c(c1)OCO2	-20	20	-9	-20	1.2	5	-23	3	1.1
COc1cc(OC)cc(C(=O)Nc2ccc(S(=O)(=O)Nc3ccccn3)cc2)c1	-7	18	-12	8	0.92	4	-2	0	1.1
COCCCNC(=O)COc1ccc(S(=O)(=O)NCc2ccccc2)cc1Cl	-11	3	-4	-1	1	7	27	-20	1
CSc1cccc(NC(=S)N(CCC(C)C)C(C)c2ccncc2)c1 (centres undefined)	-2	5	-30	-18	1.2	-9	11	-8	1.3
N#Cc1ccccc1NC(=O)c1ccc(-c2ccccc2Cl)o1	16	7	16	-3	1	3	8	19	0.84
COc1ccc(-c2[nH]ncc2CN2CCCO2)cc1F	5	-11	-22	-17	1.2	1	12	-5	1.2
CCOC(=O)c1sc2nc(C)nc(NCc3cccnc3)c2c1C	-16	6	6	0	1	3	-11	-14	0.94

2 compounds picked at random from the list so far:
SMILES	ATG4B inh	NLRP3 yeast inh	mIAP inh	hIAP inh	hIAP activ	Apaf-1 inh	tim10-1 inh	TIM10 inh	mIAP activ
COc1ccc(-c2[nH]ncc2CN2CCCO2)cc1F	5	-11	-22	-17	1.2	1	12	-5	1.2
Cc1ccc(S(=O)(=O)N2CCOCC2)cc1NC(=O)COC(=O)c1ccc(Cl)nc1	1	21	-1	0	1	-2	-12	5	1

Molecules listed so far that contain a thiophene ring, fused or not:
SMILES	ATG4B inh	NLRP3 yeast inh	mIAP inh	hIAP inh	hIAP activ	Apaf-1 inh	tim10-1 inh	TIM10 inh	mIAP activ
CNC(=O)C(=O)NCC(c1cccs1)S(=O)(=O)c1ccc(C)cc1 (centres undefined)	0	18	5	-30	1.3	6	5	0	0.95
CCOC(=O)c1sc2nc(C)nc(NCc3cccnc3)c2c1C	-16	6	6	0	1	3	-11	-14	0.94

(continued)
SMILES	ATG4B inh	NLRP3 yeast inh	mIAP inh	hIAP inh	hIAP activ	Apaf-1 inh	tim10-1 inh	TIM10 inh	mIAP activ
COc1ccccc1-n1cnc(N)c1C(C)=O	-12	7	-4	-3	1	-2	10	0	1
CN(Cc1ccccc1F)C(=O)C1CCCN(C(=O)c2ccc(Cl)cc2)C1 (centres undefined)	-11	12	6	11	0.89	6	1	-18	0.94
CC(=O)N1c2ccc(S(=O)(=O)NCc3ccco3)cc2CC1C (centres undefined)	0	-5	0	3	0.97	-2	-12	-9	1
Cc1nn(Cc2ccc(F)cc2)c2sc(C(=O)Nc3ccc(N4CCOCC4)cc3N3CCOCC3)cc12	-17	10	0	5	0.95	15	13	11	1
COc1ccc2oc(C(=O)N3CCN(C(c4ccccc4)c4ccccc4)CC3)c(C)c2c1	1	22	4	13	0.87	29	11	24	0.96
S=c1[nH]nc(-c2cnccn2)n1-c1ccccc1	4	7	-10	6	0.94	6	3	-3	1.1
COc1ccc(CNC(=O)CN2C(=O)c3ccc([N+](=O)[O-])cc3C2=O)cc1	-1	23	6	9	0.91	2	19	-2	0.94
Cc1n[nH]c(C)c1Sc1ccccc1[N+](=O)[O-]	0	4	8	1	0.99	-12	6	6	0.92
COc1cc(-c2noc(C)c2C(=O)NCCCN2CCCC2=O)cc(OC)c1OC	-4	6	-8	-2	1	19	8	0	1.1
CCCCc1nnc(SCCSc2nnc(CCCC)n2N)n1N	-3	22	3	1	0.99	6	1	7	0.97
CN(Cc1ccccc1)C(=O)C1CCCN1S(=O)(=O)c1ccc2c(c1)n(C)c(=O)c(=O)n2C (centres undefined)	-7	-8	11	7	0.93	0	15	7	0.89
COC(=O)[C@@]1(Cc2ccc(OC)cc2)[C@H]2c3cc(C(=O)N4CCCC4)n(Cc4c(CO)[nH]cc(C)c4=O)c3C[C@H]2CN1C(=O)c1ccccc1	-2	22	-10	-10	1.1	3	3	22	1.1
CCOC(=O)C1=C(CC)OC(N)=C(C#N)C1c1ccc(OC)c(OC)c1OC (centres undefined)	8	16	-9	-8	1.1	12	8	8	1.1
CCOc1ccc(C(=O)NN2CCOCC2)cc1	0	3	-4	-25	1.3	0	-12	-5	1
COC(=O)CCC(=O)N1CCOCCOCCN(C(=O)CCC(=O)OC)CCOCCOCC1	2	1	-1	1	0.99	-3	-1	7	1
CC(C)CC(=O)NC(NC(=S)Nc1ccccc1)C(Cl)(Cl)Cl (centres undefined)	5	3	-24	-7	1.1	-12	6	12	1.2
CCOC(=O)c1nnn2c1nc(N1CCOCC1)c1ccccc12	8	22	6	1	0.99	1	7	-10	0.94
O=C(O)c1cc(N/N=C/c2cccc3ccccc23)ccc1Cl	14	1	-2	10	0.9	3	3	-4	1
O=C(Nc1ccc(S(=O)(=O)N2CCOCC2)cc1)c1cc(-c2ccccc2O)n[nH]1	-19	4	2	-22	1.2	7	-20	1	0.98
COCCC(=O)N1CCC(Oc2ccc(C(=O)N3CCCC(OC)C3)cc2)CC1 (centres undefined)	-5	4	3	23	0.77	-10	13	-12	0.97
O=C(NC(Cc1ccccc1)C(=O)N1CCN(c2ccccn2)CC1)c1ccco1 (centres undefined)	-4	8	-2	0	1	13	1	-9	1
CC(C)Cn1c(N)c(C(=O)COC(=O)c2nccnc2N)c(=O)n(C)c1=O	-3	13	48*	-14	1.1	3	-10	-16	0.52
Cc1c(Br)c([N+](=O)[O-])nn1CC(=O)Nc1ccc(CC#N)cc1	nt	8	4	21	0.79	-10	0	-8	0.96
CC(=O)c1c(C)[nH]c(C(=O)COC(=O)CN(C)S(=O)(=O)c2ccc(Cl)cc2)c1C	4	-1	-4	-13	1.1	19	20	15	1
CCN1C[C@@H]2[C@@H]3C(=O)N(C)C(=O)[C@@H]3[C@](CC)(C1=O)N2C(=O)c1ccc(C(C)(C)C)cc1	-4	-2	8	2	0.98	1	11	-1	0.92
O=[N+]([O-])c1cccc(-c2ccc(CN3CCCCC3)o2)c1	-4	13	9	24	0.77	0	4	-7	0.91
CCCn1cnc2sc(CC)cc2c1=O	0	17	9	26	0.74	-5	3	-16	0.91
Cc1ccc(N(C(=O)CNC(=O)c2ccco2)C(C(=O)NC2CCCC2)c2ccncc2)cc1F (centres undefined)	-10	-3	-2	2	0.98	4	20	5	1
Cc1ccc(C)c(S(=O)(=O)NNC(=O)Nc2ccccc2Cl)c1	-9	-1	1	-16	1.2	8	11	5	0.99
Cc1cc2nsnc2c(S(=O)(=O)NCC(=O)O)c1C	-4	0	-7	-7	1.1	-15	-11	-11	1.1
O=C(COC(=O)/C=C/c1cccc(C(F)(F)F)c1)NC(=O)NC1CCCC1	4	9	0	1	0.99	17	4	-7	1
CC[C@H](C)Cc1cn([C@@H](CCCN=C(NC(=O)OC(C)(C)C)NC(=O)OC(C)(C)C)C(=O)NCCCCCCCCCCC(=O)N2CCN(C(=O)OC(C)(C)C)CC2)nn1	-10	22	-54	-3	1	57*	9	3	1.5
COc1cc(CC(=O)N/N=C/c2ccccc2)c([N+](=O)[O-])cc1OC	nt	14	22	7	0.93	9	5	-9	0.79
